NOD2 RIPK2 PPI – NOD2-RIPK2 binding disruptors in cells, primary screen, fluorescence, CHO cells, BLA complementation; Receptor-interacting serine/threonine-protein kinase 2 (Homo sapiens), O43353; CCF4 ratio; inhibition, % at 4.98 µM; 360,000 tested, 0.38% active; AID 624267, 2012; in the data active = inhibition above about 21%;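 also: 0% = vehicle only and 100% = reference blocker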
ABHD5 PLIN5 PPI – ABHD5-PLIN5 interaction inhibitors, primary screen, cell lysate, split luciferase complementation, luminescence; Perilipin-5 (Homo sapiens) + 1-acylglycerol-3-phosphate O-acyltransferase ABHD5 (Homo …; Split G. princeps luciferase complementation, 4 h; inhibition, % at 4 µM; 360,000 tested, 0.78% active; AID 602281, 2012;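 active = inhibition above the mean inhibition across every tested compound plus 3 SD, cut at about 22% in these data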;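 also: 0% = DMSO only wells and the 100% control is not disclosed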
TLR9-MyD88 inh – inhibitors of TLR9-MyD88 association in cells, primary screen, cell-based, CHO, BLA complementation, fluorescence. 340,000 tested, 0.21% active. Toll-like receptor 9 (Homo sapiens) + Myeloid differentiation primary response protein …. inhibition, % at 4.98 µM. AID 504734, 2011. CCF4 FRET ratio;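 active = inhibition above the mean over all tested compounds plus 3 SD, cut at about 21% in these data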;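 also: 0% = DMSO only wells and 100% = clavulanate BLA inhibitor control wells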
SRC1 inh – SRC1 coactivator transcriptional activity inhibitors, primary screen, cell-based, luminescence; HEK293 GAL4-SRC1 luciferase reporter; Nuclear receptor coactivator 1 (Homo sapiens), Q15788; AID 588354, 2011; inhibition, % at 3.6 µM; 360,000 tested, 0.12% active;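 active = inhibition above the campaign mean plus 3 SD, with each screening campaign given its own cutoff, cut at about 60% in these data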;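 also: 0% = DMSO treated cells and 100% = gossypol at 36 µM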
Target sequence (Q15788 whole entry, looked up, the tested form may be a part): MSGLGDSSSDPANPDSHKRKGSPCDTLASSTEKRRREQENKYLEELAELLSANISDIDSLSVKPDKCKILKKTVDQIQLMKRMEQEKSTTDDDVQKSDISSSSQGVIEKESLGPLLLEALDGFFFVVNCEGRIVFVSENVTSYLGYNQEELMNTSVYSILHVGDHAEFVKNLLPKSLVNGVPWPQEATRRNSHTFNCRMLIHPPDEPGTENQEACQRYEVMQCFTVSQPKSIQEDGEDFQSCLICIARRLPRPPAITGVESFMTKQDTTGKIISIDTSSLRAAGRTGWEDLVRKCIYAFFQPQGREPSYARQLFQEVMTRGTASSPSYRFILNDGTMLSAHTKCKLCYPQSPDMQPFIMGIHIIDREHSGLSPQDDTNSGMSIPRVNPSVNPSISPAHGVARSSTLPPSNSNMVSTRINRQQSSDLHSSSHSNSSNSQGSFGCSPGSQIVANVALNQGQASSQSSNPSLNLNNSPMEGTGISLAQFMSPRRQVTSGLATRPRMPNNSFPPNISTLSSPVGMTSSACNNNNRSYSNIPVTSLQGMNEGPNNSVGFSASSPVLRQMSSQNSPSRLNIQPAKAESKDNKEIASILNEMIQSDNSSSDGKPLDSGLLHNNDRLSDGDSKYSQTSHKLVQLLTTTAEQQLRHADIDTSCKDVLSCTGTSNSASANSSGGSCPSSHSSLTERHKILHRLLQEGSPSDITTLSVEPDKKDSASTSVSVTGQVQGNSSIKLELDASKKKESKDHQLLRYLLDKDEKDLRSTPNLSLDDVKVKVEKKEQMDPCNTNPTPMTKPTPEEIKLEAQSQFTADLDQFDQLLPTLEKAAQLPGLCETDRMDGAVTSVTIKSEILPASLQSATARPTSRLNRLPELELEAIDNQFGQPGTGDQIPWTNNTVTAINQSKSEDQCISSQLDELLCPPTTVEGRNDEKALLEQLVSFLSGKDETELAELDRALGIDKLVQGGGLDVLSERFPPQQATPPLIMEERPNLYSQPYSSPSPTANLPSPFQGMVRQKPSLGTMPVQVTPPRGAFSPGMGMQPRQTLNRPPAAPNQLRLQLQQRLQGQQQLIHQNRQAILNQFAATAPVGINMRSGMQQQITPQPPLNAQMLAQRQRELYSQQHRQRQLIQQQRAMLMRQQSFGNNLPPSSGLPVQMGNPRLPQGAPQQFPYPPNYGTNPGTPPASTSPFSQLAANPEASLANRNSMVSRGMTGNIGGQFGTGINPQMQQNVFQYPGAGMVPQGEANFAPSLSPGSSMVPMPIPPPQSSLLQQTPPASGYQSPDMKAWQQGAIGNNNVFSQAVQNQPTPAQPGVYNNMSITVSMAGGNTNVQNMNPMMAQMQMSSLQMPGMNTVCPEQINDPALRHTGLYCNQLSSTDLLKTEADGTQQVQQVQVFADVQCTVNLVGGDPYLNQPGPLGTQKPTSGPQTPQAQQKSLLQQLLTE
Exocytosis inh – LAMP-1 surface exposure blockers, TALL-104 cells – cell-based, flow cytometry, MLPCN library, primary screen; TALL-104 LAMP-1 surface exposure; cells stimulated with thapsigargin and PMA; inhibition, % at 10 µM; 360,000 tested, 0.66% active; AID 651702, 2012;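 active = inhibition above about 55%, limit read from the data; inconclusive = no clear call, values can overlap the other calls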
TWEAK Fn14 block – inhibitors of TWEAK-Fn14 signaling, primary screen, luciferase reporter cells, uHTS; TWEAK-stimulated Fn14 reporter cells, luciferase luminescence, 8 h; inhibition, % at 10 µM; 360,000 tested, 2% active; AID 1159606, 2016; in the data active = inhibition above about 50%
TROY signal inh – inhibitors of TROY-driven NF-kB signaling, primary screen, Q293 LMP1-TROYcd cells, NF-kB luciferase, uHTS. Q293 LMP1-TROYcd NF-kB luciferase reporter, 4 h. inhibition, % at 10 µM. 360,000 tested, 0.98% active. AID 1347056, 2019;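 active = compounds whose plate-normalised and pattern-corrected inhibition of the luciferase reporter signal at the single screening dose is 50% or more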
SRC2 inh – inhibition of GAL4-SRC2 driven luciferase reporter, primary screen, SRC2 inhibitor project, cell-based, luminescence; HEK293 GAL4-SRC2 luciferase reporter; inhibition, % at 9 µM; 370,000 tested, 0.17% active; AID 651957, 2012;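 active = inhibition above the mean inhibition of all tested compounds plus 3 SD, set per campaign, cut at about 52% in these data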;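 also: 0% = DMSO treated cells and 100% = cells given Gossypol at 36 µM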
LRH-1 inv ag – LRH-1 (NR5A2) inverse agonists, primary screen, cell-based, luminescence, HEK293T, StAR-luciferase reporter. inhibition, % at 3.6 µM. AID 602396, 2012. LRH-1 transfected, 24 h. Nuclear receptor subfamily 5 group A member 2 (Homo sapiens), O00482. 360,000 tested, 0.13% active;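 active = inhibition above the mean inhibition of all tested compounds plus 3 SD, cut at about 73% in these data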;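 also: 0% = DMSO wells and 100% = reporter-only cells lacking LRH-1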
NR2F2 inh – NR2F2 transcriptional activity inhibitors, primary screen, cell-based, luciferase reporter, HEK293T, luminescence; inhibition, % at 8.6 µM; AID 686940, 2013; HEK293T NGFI-A luciferase reporter; 370,000 tested, 0.7% active; COUP transcription factor 2 (Homo sapiens), P24468;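 active = inhibition above a per-plate cutoff, mean inhibition of test wells between control levels plus 3 SD, cut at about 38% in these data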;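 also: cells cotransfected with COUP-TFII expression vector driving the NGFI-A reporter; 0% = median of COUP-TF2 test wells and 100% = reporter-only cells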
NCOA3 inh – SRC3 coactivator transcriptional activity inhibitors, primary screen, cell-based, luminescence; inhibition, % at 3.6 µM; HEK293 GAL4-SRC3 luciferase reporter; AID 588352, 2011; Nuclear receptor coactivator 3 (Homo sapiens), Q9Y6Q9; 360,000 tested, 0.17% active;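 active = inhibition above a per-campaign cutoff, the mean of all compounds plus 3 SD, cut at about 60% in these data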;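 also: 0% = DMSO-treated cells and 100% = gossypol-treated cells at 36 µM; higher means less SRC3-driven luciferase light from the GAL4 reporter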
Numbers without * were called inactive; ? = inconclusive; . = not tested or not shown.

SMILES	NOD2 RIPK2 PPI	ABHD5 PLIN5 PPI	TLR9-MyD88 inh	SRC1 inh	Exocytosis inh	TWEAK Fn14 block	TROY signal inh	SRC2 inh	LRH-1 inv ag	NR2F2 inh	NCOA3 inh
CN(C)c1cc(N/N=C/c2ccc(Cl)cc2)nc(N(C)C)n1	4	-31	-16	2	4	-21	-2	8	10	7	-7
CCCS(=O)(=O)NC(=O)C1(C)CCN(C(=O)c2ccc(C(F)(F)F)cc2)C1 (stereo not given)	0	-1	.	4	7	-13	-3	4	5	-1	-3
O=S1(=O)c2ccc(Br)cc2N2CCC[C@H]2CN1Cc1ccccc1	1	-9	1	4	10	37	16	8	22	5	19
C=CCSc1nnc2c(n1)OC=Nc1ccccc1-2	-1	3	-6	-26	-4	-14	-52	-33	-4	1	4
COc1ccc(NC(=O)C(CC(C)C)NC(=O)C2CCCCC2)c(OC)c1 (stereo not given)	-3	-7	6	-43	-1	-12	-2	-20	11	-5	12
COc1ccc(-c2nc3ccc(C)cn3c2CC2CCCCC2)cc1OC	-6	-2	.	-14	2	-5	-2	-26	-36	3	-11
O=C(c1ccccc1)C1CCN(c2ncccc2[N+](=O)[O-])CC1	-7	-6	5	-52	-2	6	9	-11	-7	-6	-10
O=C(N/N=C/c1cc([N+](=O)[O-])ccc1O)c1ccncc1	-4	-4	1	-13	3	-9	6	2	13	18	17
CC(C)OC(=O)C[N+](C)(C)CCN1C(=O)C2C(c3ccccc3)C=CC(c3ccccc3)C2C1=O (stereo not given)	1	9	0	-20	-2	-9	-16	-14	-4	-1	1
CCOC(=O)C(CC)(CC)/C(C)=N/NC(=O)CC#N	-8	1	0	-2	2	-16	-8	-25	-6	-5	-3
CCN1C(=O)/C(=C2\SC(=S)N(CCCOC)C2=O)c2ccccc21	-3	-6	-1	0	2	13	-3	-22	8	-13	7
O=C(CSc1nnc(-c2ccccn2)n1Cc1ccco1)c1ccc(Cl)cc1	2	9	-3	-13	-4	-1	1	8	-10	0	-19
Cc1ccccc1-c1nc(Cc2ccccc2)no1	-2	6	1	-95	3	-14	-85	-31	-48	-6	-63
Cc1ccc2nc(SCC(=O)Nc3ccc4[nH]c(=O)[nH]c4c3)[nH]c2c1	-9	0	2	12	36	8	1	2	17	-14	9
COc1ccc(C(=O)c2ccccc2CN2C(=O)c3ccccc3C2=O)cc1	-2	-9	-4	-12	-4	-8	-15	-21	-7	0	11
Cc1ccc(OC(C)C(=O)Nc2cc(C)on2)cc1 (stereo not given)	-12	-5	8	-4	-1	7	0	-4	8	-1	-3
Cc1c(C(=O)NCc2ccc([N+](=O)[O-])cc2)sc(=O)n1Cc1ccc(-c2ccccc2)cc1	-10	2	.	17	2	42	17	-57	7	-3	10
Nc1nonc1NN=C1CCCCC1	3	4	3	-14	-1	8	-163	-11	-7	-8	1
CCCCn1nc(NC(=O)CC(C)C)c2cc3cc(OC)ccc3nc21	-5	-1	6	10	8	34	-9	-7	-5	0	-2
CCN1C[C@@H]2[C@@H]3C(=O)N(C)C(=O)[C@@H]3[C@](Cc3ccccc3)(C1=O)N2C(=O)c1ccc(Cl)cc1	1	4	-5	10	-4	-7	-1	7	-7	13	9

As entered above:
COc1ccc(C(=O)c2ccccc2CN2C(=O)c3ccccc3C2=O)cc1 in SRC2 inh reads -21
Cc1ccccc1-c1nc(Cc2ccccc2)no1 in NOD2 RIPK2 PPI reads -2

New compounds follow.
SMILES	NOD2 RIPK2 PPI	ABHD5 PLIN5 PPI	TLR9-MyD88 inh	SRC1 inh	Exocytosis inh	TWEAK Fn14 block	TROY signal inh	SRC2 inh	LRH-1 inv ag	NR2F2 inh	NCOA3 inh
Cc1ccc(O)c(CNc2nc3ccccc3n2C(C)C)c1	5	-4	4	-2	-1	11	6	11	7	8	8
O=C(CCCNS(=O)(=O)c1cccc2nsnc12)N1CCCCC1	-3	7	-11	-22	2	4	-3	-26	-4	-8	-30
COc1ccc(/C(C)=N/NC(=O)c2ccc(CSc3nncn3C)cc2)cc1	-10	2	4	3	2	20	-1	8	-12	-5	25
COc1cccc(-c2cnc3c(NC(C)=O)cc(-c4cccc(C(=O)N(C)C)c4)cn23)c1	3	11	.	5	-2	-24	-3	-27	1	-2	-29
C/C(=N\Nc1nncc2ccccc12)c1ccc(C(C)(C)C)cc1	-7	3	-4	-112	-25	-21	-8	.	-136	.	-115
CCN(C(=O)COC(=O)Cn1cnc2c1c(=O)n(C)c(=O)n2C)C1CCS(=O)(=O)C1 (stereo not given)	-17	10	-17	-2	-3	15	-26	22	40	-5	18
CON/C=C(\C=Nc1ccccc1)c1ncc(C(F)(F)F)cc1Cl	-14	-2	-5	18	-4	22	14	-6	1	14	14
CCOC(=O)C(=O)Nc1ccccc1C(=O)Nc1ccc(OC)cc1	7	0	0	-34	-3	6	2	-31	-14	-7	-10
COc1ccc(OC)c(NC(=O)COC(=O)CC2CCCCC2)c1	-5	-3	-16	2	-2	-18	-12	-5	13	9	-1
Cc1ccc(Nc2nc(N)c3ccccc3n2)cc1C	0	0	0	-81	37	68*	26	-13	-136	-19	-62
O=C1CCCN1CCCN1C(=O)N[C@@H](Cc2ccccc2)C1=O	-7	-2	-6	3	5	-4	4	-28	14	9	9
O=C1CCc2cc(S(=O)(=O)N3CCCC3C(=O)NC3CCCCCCC3)ccc2N1 (stereo not given)	-6	0	-11	-9	1	8	7	10	18	21	9
Nc1[nH]n(-c2ccccc2)c(=O)c1N=Nc1ccc2c(c1)OCCO2	1	3	3	-93	4	68*	51*	-44	-128	-60	-77
O=C(O)CSC(C(=O)Nc1ccc(C(F)(F)F)cc1)c1ccccc1 (stereo not given)	-1	-2	10	-11	3	0	-9	5	11	-1	13
CC1=CC(C)(C)N(C)C(=O)N1c1ccc(Cl)cc1	-16	-2	4	-9	-1	3	-25	-25	12	7	-20
CCCCC(=O)Nc1ccc(C(=O)N(CC)c2ccccc2C)cc1	-8	-1	1	-3	-2	12	1	11	-18	9	-2
COCC(=O)NCc1ccc2c(c1)OCO2	5	-1	1	-9	-2	13	11	-17	8	-1	12
COC(=O)c1[nH]c2cccc(OC)c2c1NC(=O)CCN1CCSCC1	-1	5	4	2	-2	3	-3	3	-5	3	6
COc1cccc(OC)c1NC(=O)Cc1nn(C)c(=O)c2ccccc12	1	0	11	12	-3	-11	3	-22	1	24	14
CCCCNC(=O)C(C)N(CCN(C)C)C(=O)CCCN1C(=O)NC(c2ccc([N+](=O)[O-])cc2)C(C(=O)OCc2ccccc2)=C1C (stereo not given)	22*	14	0	7	36	-47	5	.	19	.	6
CC(CC(F)(F)F)N1CCC(n2nccc2NC(=O)CCOc2ccccc2)CC1 (stereo not given)	-7	-1	5	9	2	-11	5	7	0	-5	20
COc1ccc(CCN2CC(C(=O)N3CCSCC3)CCC2=O)cc1 (stereo not given)	-8	2	-6	-2	-4	2	4	14	-4	15	-12
CC1CCCCN1C(=O)c1ccc(COc2ccc([N+](=O)[O-])cc2)o1 (stereo not given)	2	1	0	2	-3	-19	3	-1	-1	6	13
O=C(Cn1nc(-c2ccccc2)ccc1=O)NCCN1CCN(Cc2ccccc2)CC1	-6	1	-1	-9	-2	3	7	21	-14	-3	-1
COc1ccc(OC)c(NC(=O)NCc2ccc(F)cc2)c1	-9	8	0	2	2	3	-10	-47	-15	-3	5
Cc1ccc(NC(=O)c2ncn(CCCN3CCN(c4ccccn4)CC3)n2)cc1C	0	4	-3	1	-2	24	3	4	-6	-1	-5
COc1ccc(-c2csc(NCc3ccco3)n2)cc1C	-5	-10	4	-99	5	18	-8	.	-72	.	-56
O=C(Cn1cnc2ccccc2c1=O)NCc1ccc2c(c1)OCO2	-14	-1	2	4	-7	6	2	1	10	-7	1
O=C(c1ccc(F)cc1)n1cc(C(=S)N2CCOCC2)c2ccccc21	-14	-2	-10	17	1	6	-9	11	5	7	3
O=C(Nc1cccc(S(=O)(=O)N2CCOCC2)c1)C1CCCCN1S(=O)(=O)c1ccccc1 (stereo not given)	-8	-2	-4	-7	0	2	8	-8	1	-8	2
COc1ccc(C(=O)C2CCCN(S(=O)(=O)N(C)C)C2)c(C)c1 (stereo not given)	-2	-4	-1	-11	2	5	-5	11	-10	26	-12
O=C1CCCC/C1=C/Nc1ccc(S(=O)(=O)Nc2ncccn2)cc1	-6	-1	10	-1	2	-9	0	-3	-1	-2	17
COc1cccc(-n2nnnc2SCC(=O)NCCc2ccccc2)c1	-5	-6	0	-1	-3	3	-15	-13	-37	8	-7
CNc1c([N+](=O)[O-])cnn1-c1ccc(Cl)cc1	-1	7	-15	-1	3	-19	1	-17	-25	3	14
O=C(O)c1cccc(-c2ccc(/C=C3/SC(=Nc4ccccc4)N(Cc4cccnc4)C3=O)o2)c1	1	4	0	-37	?	-28	-71	-50	-30	17	-67
Cc1nc2nc[nH]c2cc1Br	-5	2	1	6	-3	67*	.	1	4	0	3
CCN(CC)c1ccc([N+](=O)[O-])cc1C(=O)N1CCOCC1	1	0	6	-5	-6	1	14	9	0	1	3
COc1ccc(N(C(=O)c2cccnc2)S(=O)(=O)c2cccc([N+](=O)[O-])c2)cc1	1	7	-4	-4	-8	17	47	-4	-1	5	6
O=C(c1cc(S(=O)(=O)Nc2ccccc2F)c(Cl)cc1Cl)N1CCN(CCO)CC1	-9	7	12	14	-8	2	-7	-17	-6	10	17
CSc1ccccc1OCc1cc(C(=O)N2CCc3c(Cl)cccc3C2)no1	-7	9	-2	-6	-2	-7	-11	1	-3	14	14
C=CCOc1ccc(Cl)cc1CNCCCN1CCOCC1	1	4	-1	-14	1	-6	-4	-6	4	-3	4
Cc1[nH]ncc1Nc1c(C(C)C)cccc1C(C)C	3	-10	.	0	-1	-9	-1	22	-6	5	-15
O=C(NCc1cccnc1)c1cc([N+](=O)[O-])ccc1N1CCOCC1	-4	0	6	-11	1	8	2	3	0	-17	17
OCCN1CCN(c2nc(-c3ccccc3)c3cc(Br)ccc3n2)CC1	10	2	-10	-1	13	3	-39	30	-12	0	-17
O=C(CCS(=O)(=O)c1ccc2c(c1)NC(=O)CS2)NCCc1ccc(Cl)cc1	5	-2	5	10	34	-2	1	-15	1	2	2

Compound activity: PubChem BioAssay, several laboratories

Not all compounds are listed; the hit share may differ from the screen's.
